Compound activity as filed in PubChem.
Cdc42 wt – modulators of GTP binding to wildtype Cdc42, primary screen, biochemical, multiplex bead flow cytometry, Bodipy-GTP; percent activity (GTP binding), % at 10 µM; Cell division control protein 42 homolog (Homo sapiens), P60953; GST-Cdc42 beads; actives lie on both sides; AID 761, 2007; 0.2% of 190,000 active;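 active = percent activity GTP binding at least 20 points away from the 100% baseline, either down as inhibitor or up as activator; inconclusive = compound flagged as likely green fluorescent from well-wide comparison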;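 also: median bead fluorescence of bound Bodipy-FL-GTP at 100 nM; 0% = excess unlabeled GTP control and 100% = no compound control; below 100% means less GTP binding so inhibitor and above means activator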
Mcl1-Noxa inh – Mcl-1/Noxa binding inhibitors, primary screen, biochemical, TR-FRET, 1536-well; TR-FRET Mcl-1/Noxa peptide binding, 2 h; AID 1022, 2008; Induced myeloid leukemia cell differentiation protein Mcl-1 (Homo sapiens), Q07820; 1.5% of 220,000 active; inhibition, % at 21.7 µM;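 active = compounds that cut the protein-peptide binding signal by more than 50% relative to plate controls in a single-dose test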;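 also: His-tagged Mcl-1 with rhodamine Noxa BH3 peptide and terbium anti-His antibody; 0% = Mcl-1 plus Noxa peptide wells and 100% = peptide-only wells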
Target sequence (Q07820 whole entry, looked up): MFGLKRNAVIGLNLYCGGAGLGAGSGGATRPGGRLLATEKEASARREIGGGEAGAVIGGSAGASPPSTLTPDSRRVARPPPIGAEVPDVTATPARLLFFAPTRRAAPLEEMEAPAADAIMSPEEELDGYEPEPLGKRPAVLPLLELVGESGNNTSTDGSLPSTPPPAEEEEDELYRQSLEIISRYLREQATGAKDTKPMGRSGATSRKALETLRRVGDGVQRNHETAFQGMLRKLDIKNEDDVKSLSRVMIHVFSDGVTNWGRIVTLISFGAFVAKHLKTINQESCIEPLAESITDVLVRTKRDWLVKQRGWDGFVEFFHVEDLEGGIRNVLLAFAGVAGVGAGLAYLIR
ABCB1 inh – ABCB1 efflux pump inhibitors, primary screen, cell-based, multiplex, flow cytometry, ABCG2 counter-screen. ATP-dependent translocase ABCB1 (Homo sapiens), P08183. CCRF-Adr cells, JC-1 efflux. inhibition, % at 6.6 µM. 0.067% of 190,000 active. AID 1326, 2008; in the data active = inhibition above about 40%;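 also: 0% = vehicle and 100% = reference inhibitor; higher value means more JC-1 retained so stronger ABCB1 efflux block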
Avidin bead fluor – green autofluorescence of compounds with avidin beads – biophysical, 488/530 nm, flow cytometry, artefact control, profiling panel | 0.38% of 220,000 active | AID 1775, 2009 | compound fluorescence 488/530 nm; hits give high values | fluorescence (KMESF) at 10 µM; in the data active = fluorescence above about 47; also: inactives centre near 10
Rab2A wt mod – modulators of GTP binding to Rab2A wildtype, primary screen, biochemical, dog, bead-based flow cytometry, multiplex | AID 760, 2007 | GTP binding activity, % at 10 µM | 0.19% of 190,000 active | Ras-related protein Rab-2A (Canis lupus familiaris), P61105 | GST-Rab2 wt beads, Bodipy-GTP binding;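 active = GTP binding activity at least 20 points away from 100%, either lowered or raised; inconclusive = signal likely due to the compound's own green fluorescence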;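 also: 0% = beads with excess unlabeled GTP and 100% = no-compound control corrected for plate trend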
Rac1 act GTP bind – GTP binding modulators of activated mutant Rac1, primary screen, biochemical, bead-based flow cytometry, multiplex, fluorescent GTP; Ras-related C3 botulinum toxin substrate 1 (Homo sapiens), P63000; GST-Rac1 activated beads; actives lie on both sides; 100% means binding = to untreated wells; percent activity (GTP binding), % at 10 µM; 0.11% of 190,000 active; AID 764, 2007;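 active = GTP binding at least 20 percentage points away from the 100% baseline, in either direction, so actives lie on both sides; inconclusive = Compound likely fluorescent itself, or too few beads counted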
HRas wt GTP bind – modulators of GTP binding to HRas wildtype, primary screen, biochemical, bead-based flow cytometry, multiplex; GST-Ras wt beads, Bodipy-FL-GTP binding; actives lie on both sides; GTP binding activity, % at 10 µM; 0.14% of 190,000 active; AID 759, 2007;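 active = GTP binding activity at least 20% away from the 100% baseline, either lowered as inhibitor or raised as activator; inconclusive = flagged as likely green fluorescent, judged across all proteins in the well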;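 also: 0% = unlabeled GTP competition control and 100% = no-compound control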
Rac1 wt GTP bind – wildtype Rac1 GTP binding modulators, primary screen, biochemical, GST-Rac1 beads, flow cytometry, multiplex. fluorescent GTP binding; actives lie on both sides; 0 = cold GTP competed, 100 = untreated. GTP binding activity (% of control), % at 10 µM. 0.27% of 190,000 active;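 active = GTP binding activity at least 20 points away from the 100% control level, either lower or higher; inconclusive = compound flagged as likely green fluorescent, judged across all proteins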
Rab7 wt modul – modulators of GTP binding to Rab7, primary screen, biochemical, wildtype, multiplex bead flow cytometry. Rab7 GTPase wild type (dog), Bodipy-FL-GTP binding. 0.055% of 190,000 active. GTP binding activity (percent of control), % at 10 µM. GST-Rab7 beads, fluorescent GTP binding; actives lie on both sides; untreated = 100%, excess cold GTP = 0%;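 active = fluorescent GTP binding to Rab7 beads changed by at least 20 points from the 100% baseline, either direction, mostly lower; inconclusive = compound itself probably fluorescent, or too few beads counted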;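 also: median green fluorescence of bound Bodipy-FL-GTP per Rab7 bead population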
Pf gametocyte – late stage P. falciparum gametocyte viability inhibitors, primary screen, ATP luminescence, HTS. P. falciparum stage V gametocytes, 24 h. AID 743093, 2013. 0.065% of 150,000 active. inhibition, % at 10.9 µM;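 active = inhibition above the mean plus 3 SD of compounds within the control limits, set per campaign, cut at about 38% in these data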;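 also: 0% = DMSO wells and 100% = medium only without gametocytes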
ABCG2 block – ABCG2 efflux pump inhibitors, primary screen, multiplex with ABCB1, IgMXP3 cells, flow cytometry | Broad substrate specificity ATP-binding cassette transporter ABCG2 (Homo sapiens), Q9UNQ0 | 0.1% of 190,000 active | JC-1 efflux | AID 1325, 2008 | inhibition, % at 6.6 µM;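 active = inhibition above 80%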;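 also: 0% = DMSO and 100% = nicardipine control wells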
Target sequence (Q9UNQ0 whole entry, looked up): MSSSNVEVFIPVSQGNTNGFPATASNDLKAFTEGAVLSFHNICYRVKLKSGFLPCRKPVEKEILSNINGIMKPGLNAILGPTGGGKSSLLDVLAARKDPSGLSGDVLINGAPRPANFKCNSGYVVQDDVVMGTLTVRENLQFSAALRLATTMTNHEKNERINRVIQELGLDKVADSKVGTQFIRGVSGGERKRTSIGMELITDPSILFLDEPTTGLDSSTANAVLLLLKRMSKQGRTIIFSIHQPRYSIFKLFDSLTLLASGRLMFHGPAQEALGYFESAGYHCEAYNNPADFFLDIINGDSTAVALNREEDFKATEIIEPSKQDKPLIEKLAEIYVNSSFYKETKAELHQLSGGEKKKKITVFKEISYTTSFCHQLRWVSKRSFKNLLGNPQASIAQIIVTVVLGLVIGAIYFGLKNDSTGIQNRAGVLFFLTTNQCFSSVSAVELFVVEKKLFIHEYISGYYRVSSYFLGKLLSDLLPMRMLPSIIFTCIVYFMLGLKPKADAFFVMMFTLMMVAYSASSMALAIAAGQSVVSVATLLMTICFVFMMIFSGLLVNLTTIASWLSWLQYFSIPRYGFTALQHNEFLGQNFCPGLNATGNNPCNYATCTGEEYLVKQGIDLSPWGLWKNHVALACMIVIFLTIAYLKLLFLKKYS
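Test system: ABCG2 IgMXP3 and barcoded ABCB1 CCRF-Adr cell mix; Schedule: cells with compound and JC-1, 10 min at 25 °C, rotating, no wash; Technique: flow cytometry of retained JC-1 fluorescence; Measure: % inhibition of efflux relative to nicardipine and DMSO; Controls: nicardipine high and DMSO low controls.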
* marks the source's active call; other numbers are inactive results; ? = inconclusive; · = no result given.

SMILES	Cdc42 wt	Mcl1-Noxa inh	ABCB1 inh	Avidin bead fluor	Rab2A wt mod	Rac1 act GTP bind	HRas wt GTP bind	Rac1 wt GTP bind	Rab7 wt modul	Pf gametocyte	ABCG2 block
Cc1nc2ccccc2c(=O)[nH]1	99	-12	0.0	4	100	98	100	101	94	·	0
O=C(N/N=C/c1ccc[nH]1)c1ccc(COc2cccc3cccnc23)cc1	98	0	-0.3	14	96	96	98	98	98	8	11
COc1cccc(NC(=O)c2cc(CN3C(=O)c4ccccc4C3=O)ccc2OC)c1	98	3	10	9	96	98	97	98	96	6	50
C/C(=N\NC(=S)NCc1ccccc1)c1ccc(Cl)s1	96	-27	0.6	10	96	93	93	96	101	10	16
Clc1ccccc1-c1nc2ccccc2c2nncn12	99	15	-0.5	20	98	96	98	101	99	·	-2
COc1ccc(C(=O)C(OC(=O)CNC(=O)c2ccco2)c2ccccc2)cc1 (stereo not given)	105	34	0.0	11	102	101	102	101	98	·	0
COc1ccc(Cl)cc1NC(=O)C1CC(=O)N(c2ccc(F)cc2)C1 (stereo not given)	97	12	0.1	4	95	94	92	96	91	·	2
Clc1ccc(-c2nc3ncccn3c2Nc2ccc3c(c2)OCO3)cc1	95	7	-0.3	9	95	96	95	96	92	5	-1
CCOc1ccc(C(C)=O)cc1CSc1nnc(N)s1	105	10	0.8	14	100	100	100	107	103	8	8
Oc1ccc(CNc2ccc(F)cc2)c2cccnc12	104	-17	-0.1	7	101	100	103	104	102	15	0
Clc1ccccc1Nc1ncnc2c1nnn2Cc1ccccc1	102	-13	-0.9	6	101	100	101	102	100	·	2
O=C(NCc1ccc(Cl)cc1)c1cc2c(nc3sccn32)s1	105	21	-0.1	4	102	100	104	106	103	·	0
O=C(CN1CCN(c2ccccc2)CC1)Nc1nccs1	98	-19	1.0	15	96	97	99	95	99	16	6
Nc1ncnc2c1ncn2C1CCC(CO)C(O)C1 (stereo not given)	100	-4	1.1	10	100	99	99	103	101	8	7
COc1cccc(-c2nnc(NC(=O)C3CCCCC3)o2)c1	100	3	1.5	6	98	98	99	102	98	·	10
COCCNC(=O)CSc1nnc(-c2ccccc2F)n1Cc1ccccc1	95	3	0.4	10	95	97	96	97	101	-6	1
COc1ccc(NS(=O)(=O)c2ccc(OC)c(OC)c2)cc1OC	103	10	1.4	29	100	100	101	106	102	·	9
Cc1sc2nc3c(SC(C)C(=O)O)cc(C(=O)c4ccccc4O)cn3c(=O)c2c1C (stereo not given)	83	23	-0.4	8	85	86	87	75*	89	-5	-2
O=C(CSc1nc(-c2ccco2)cc(C(F)(F)F)n1)Nc1ccc2c(c1)OCO2	101	14	0.2	6	98	99	99	102	94	·	15
COc1cccc(C2C(C(=O)/C=C/c3ccco3)=C(O)C(=O)N2CCN2CCOCC2)c1 (stereo not given)	92	12	0.7	6	95	93	96	100	104	9	5
Cc1ccc(OCc2nnc(SCC(=O)N3c4ccccc4Sc4ccc(Cl)cc43)o2)cc1	101	-21	0.4	6	97	98	98	104	102	2	2
COc1ccc(OCCCON2C(=O)c3ccccc3C2=O)cc1	105	-1	0.3	17	101	101	101	103	100	·	4
Brc1ccccc1OCCCCn1cnc2ccccc21	95	8	0.5	9	101	92	98	97	105	-5	7
O=C(O)CSc1ncnc2nc[nH]c12	97	12	0.1	35	99	97	98	101	99	14	1
CNC(=O)COC(=O)c1cc(NC(=O)c2ccco2)c(OC)c(OC)c1	78*	-1	0.9	42	80	87	81	83	87	·	3
CSc1ccc(/C=N/N2CCN(C)CC2)cc1	97	-2	0.7	9	97	96	97	98	97	·	3
CCCN(CCC)CCCNC(=S)Nc1ccc2nc(N3CCN(C)CC3)cc(C)c2c1	94	17	-1.1	8	97	94	96	94	102	25	-2
ONC=Nc1cccc2nonc12	103	13	0.8	4	105	101	104	102	106	4	4
O=C(NCC(=O)N(Cc1ccco1)C(C(=O)NC1CCCCC1)c1cccnc1)c1cccs1 (stereo not given)	99	17	-0.3	9	100	98	102	101	99	19	-1
CCCOc1ccc(Cc2nc(N)nc(N)n2)cc1	106	-7	0.4	7	104	102	104	102	103	·	0
CCn1c(SCC(=O)Nc2ccc(OC)c(OC)c2)nnc1-c1c[nH]c2ccccc12	99	-10	0.2	6	102	98	101	101	102	·	0
CCCN(N=Nc1cccc([N+](=O)[O-])c1)c1cccc([N+](=O)[O-])c1	·	13	-0.1	6	·	·	·	·	·	21	0
CCn1c(CNC(=O)c2ccc(OC)cc2)nnc1SC	101	16	0.2	8	100	98	102	104	100	·	1
CSc1cccc(NC(=O)CCC(=O)O)c1	104	5	0.5	3	99	101	104	104	103	-9	1
COc1cc(/C=N/NC(=O)CN2CCCCC2)ccc1OCc1ccccc1	100	-8	0.3	7	99	100	101	106	98	-24	1
CCN(C(=O)COC(=O)c1ccc2[nH]c3c(c2c1)CCCC3)C1CCS(=O)(=O)C1 (stereo not given)	96	24	0.1	11	100	93	99	98	109	·	1
COCCCNC(=S)NNC(=O)Cn1nc(C)c(Br)c1C	101	12	0.5	8	99	98	99	101	98	-14	2
Cc1ccc2c(C)c(C(=O)Nc3ccc(S(N)(=O)=O)cc3)oc2c1C	98	0	-0.5	9	96	93	96	98	96	1	-2
C#CCOCCOCCOCCNc1nc(N2CCN(C(=O)C(Cc3ccc(O)cc3)n3cc(C(N)CC(C)C)nn3)CC2)nc(N2CCN(C(=O)C(Cc3ccc(O)cc3)n3cc(C(N)C(C)CC)nn3)CC2)n1 (stereo not given)	97	-18	-0.1	4	98	98	97	97	94	-17	0
O=C(Nc1ccon1)C(Sc1ccccc1)c1ccccc1 (stereo not given)	103	3	-0.9	12	101	98	100	106	100	8	12
O=C(N/N=C/c1ccncc1)c1ccc(NC(=O)c2cccc(Cl)c2)cc1	99	5	-0.5	10	99	95	98	106	98	-21	1
Cc1cccc2[nH]c3c(N4CCN(C(=O)c5ccco5)CC4)ncnc3c12	101	3	1.2	15	100	101	104	110	106	·	4
NNC(=O)Nc1cccc(C(F)(F)F)c1	95	6	0.3	3	101	95	98	98	106	0	0
O=C(Cn1c(=O)n(CC(=O)NCc2ccccc2)c2ccccc21)NCc1ccccc1	?	12	1.9	6	?	?	?	?	?	·	3
CC(=O)Nc1ccc(-c2cn3cc(C)ccc3n2)cc1	101	14	0.7	11	98	99	98	99	94	-10	10
Cc1nc2ccc(NC(=O)CCS(=O)(=O)c3ccccc3)cc2s1	99	17	-0.2	0	97	97	98	98	99	-3	-2
O=C(/C=C/c1ccco1)Nc1nnc(-c2ccco2)s1	98	7	0.0	13	97	97	96	98	97	·	0
CCC(C)(C)NC(=O)C(c1ccncc1)N(Cc1ccc(C)cc1)C(=O)c1csnn1 (stereo not given)	100	13	1.3	10	100	100	102	103	98	17	7
COc1ccc(C(=O)Nc2ccc(C3=NNC(=O)CC3C)cc2NC(=O)c2ccc(OC)cc2)cc1 (stereo not given)	94	11	0.3	9	94	93	98	98	105	·	10
COc1ccc(-n2cnc(N)c2C(=O)c2cccc([N+](=O)[O-])c2)cc1	104	8	0.8	6	99	102	99	106	99	11	5

New compounds follow
SMILES	Cdc42 wt	Mcl1-Noxa inh	ABCB1 inh	Avidin bead fluor	Rab2A wt mod	Rac1 act GTP bind	HRas wt GTP bind	Rac1 wt GTP bind	Rab7 wt modul	Pf gametocyte	ABCG2 block
N/C(=N\OC(=O)CCC1CCCCC1)c1cccc([N+](=O)[O-])c1	107	-1	0.7	8	103	100	104	104	104	·	3
COc1ccc(CNC(=O)Nc2cccs2)cc1OC	102	20	0.6	9	103	100	102	101	105	·	6
CN(C#N)c1nc(Cl)nc(Nc2cccc(Cl)c2)n1	92	-12	0.4	14	87	92	87	88	94	14	8
COCn1c(-c2ccc(OC)cc2)nc2ccccc21	95	8	0.3	22	95	97	95	98	100	·	7
COCCCNCC(O)COc1ccccc1F (stereo not given)	97	25	-0.2	5	96	93	96	96	100	·	-1
CN(C)c1ccc(/C=N/NC(=O)c2ccco2)cc1	100	13	0.9	16	98	101	101	102	100	-18	12
O=C(NN1CCOCC1)c1cc(-c2ccccc2)nc2ccccc12	101	9	0.8	11	103	98	102	109	107	·	18
CC1(C)COC(/C=C/c2ccc([N+](=O)[O-])cc2)=N1	?	8	·	5	?	?	?	?	?	-11	2
COc1cccc(CNc2ncnc3cc(OC)c(OC)cc23)c1	96	5	0.6	12	93	94	96	95	93	-29	3
CC1CC(C)(C)NCc2ccccc21 (stereo not given)	103	-14	0.9	29	100	102	99	106	99	11	5
Cc1cccc(N2C(=O)C3C4CC(C(Br)C4Br)C3C2=O)n1 (stereo not given)	97	5	0.0	12	100	99	98	100	102	·	4
N/C(=N\OC(=O)/C=C/c1ccc(Br)cc1)c1ccccn1	100	19	0.0	14	98	100	100	104	100	2	20
CCN=C1S/C(=C\c2cc(OCC)c(O)cc2Br)C(=O)N1CC	104	11	0.5	7	99	101	100	102	105	-14	3
COc1ccc(C2CC(c3ccc(Br)cc3)=NN2C(=O)c2cccnc2)cc1 (stereo not given)	98	5	2.2	6	103	101	102	105	97	28	3
CCOC(=O)/C(N=Nc1ccc(F)cc1)=C(/O)c1ccc([N+](=O)[O-])cc1	104	3	0.5	12	101	101	103	106	104	-22	3
CCOC(=O)c1cc(CC)sc1NC(=O)C(c1ccccc1)c1ccccc1	103	2	0.4	11	100	99	101	101	100	·	5
NC(=O)COC(=O)c1ccc(Oc2ccccc2)cc1	99	0	0.6	8	93	96	99	102	101	-5	13
